KOR beta-arrestin-1 = kappa opioid receptor activators – cell-based, luminescence, uHTS, primary screen (AID 1777) | KOR beta-arrestin recruitment, luminescence; higher % means a stronger effect | one-dose activation, % at 10 µM; EC50 in µM for titrated hits | 280,000 tested, 0.02% active; in the data active = activation above about 50%, passing the limit was not always enough; note: a part of the inactive calls stands beside numbers as strong as those of hits
HIV fusion peptide = cell-free HIV fusion peptide-binding blockers – biochemical, uHTS, fluorescence dequenching, primary screen (AID 1986) | cell-free peptide binding, fluorescence dequenching, 30 min; higher % means a stronger effect | inhibition, % at 20 µM, or IC50 in µM where a hit was titrated | 290,000 tested, 0.3% active; in the data active = inhibition mostly above about 52%, no sharp cut-off; inactive = mostly below about 76%; note: some results filed as inactive read as strong as hits
GPR55 beta-arrestin = GPR55 agonists via beta-arrestin recruitment, primary screen, imaging, U2OS cells, beta-arrestin-GFP redistribution (AID 1961) | U2OS GPR55 beta-arrestin-GFP redistribution imaging; higher % means a stronger effect | one-dose activation, % at 10 µM; EC50 in µM for titrated hits | 290,000 tested, 0.048% active;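 active = activation above 40% with more than 50 cells counted in the well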;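 note: U2OS osteosarcoma cells stably expressing GPR55 and beta-arrestin-GFP; plate controls were DMSO negative control for no effect and LPI positive control for full effect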
KOR beta-arrestin-2 = kappa opioid receptor blockers – cell-based, luminescence, uHTS (AID 1778); KOR beta-arrestin recruitment, luminescence, antagonist mode; higher % means a stronger effect; inhibition, % at 10 µM; hits with a dose series show IC50 in µM; 290,000 tested, 0.091% active; in the data active = inhibition above about 50%; note: strong numbers were not always called active
GPR55 antagonists = GPR55 antagonists blocking LPI-driven arrestin recruitment, primary screen, imaging, U2OS, beta-arrestin-GFP, LPI agonist (AID 2013) | U2OS GPR55 beta-arrestin-GFP translocation imaging, LPI antagonism; higher % means a stronger effect | inhibition, % at 10 µM; hits with a dose series show IC50 in µM | 290,000 tested, 0.13% active;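 active = spots per cell inhibited over 60%, with over 100 cells counted and total cytoplasm intensity under 500,000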;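 note: U2OS cells stably carrying GPR55 and arrestin-GFP stimulated by 5 µM LPI near EC80; imaged beta-arrestin-GFP aggregate spots per cell after agonist stimulation; plate controls were LPI-stimulated DMSO wells for no effect and DMSO wells without LPI for full effect; some results filed as inactive read as strong as hits; confirmed hits need IC50 under 10 µM and bright autofluorescent wells are also inconclusive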
NS5 inhibitors = Dengue-2 NS5 methyltransferase inhibitors, primary screen, biochemical, confirmation dose response (AID 588689). inhibition, % at 25 µM; hits with a dose series show IC50 in µM. Dengue-2 NS5 methyltransferase capping enzyme assay, biochemical; higher % means a stronger effect. 340,000 tested, 0.3% active; in the data active = a potency from the dose series
West Nile virus CPE = inhibition of WNV-induced cytopathic effect – cell-based, CPE readout (AID 1621). West Nile virus-infected cells, CPE inhibition; higher % means a stronger effect. one-dose CPE inhibition, % at 10 µM; IC50 in µM for titrated hits. 290,000 tested, 0.02% active; in the data active = a potency from the dose series; note: strong numbers were not always called active
NOD1 inhibition = inhibition of NOD1-driven NF-kB reporter – cell-based, luminescence, uHTS, primary screen (AID 1578); NOD1-driven NF-kB luciferase reporter cells, luminescence; higher % means a stronger effect; one-dose inhibition, % at 4 µM; EC50 in µM for titrated hits; 290,000 tested, 1% active; in the data active = inhibition mostly above about 36%, no sharp cut-off; inactive = mostly below about 34%;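 note: HEK-293T reporter cells stimulated with the NOD1 agonist gamma-tri-DAP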
GPR35 antagonists = inhibition of zaprinast-stimulated GPR35 beta-arrestin translocation – imaging, U2OS, beta-arrestin-GFP, zaprinast agonist, primary screen (AID 2058); U2OS GPR35 beta-arrestin-GFP translocation imaging, zaprinast antagonism; higher % means a stronger effect; inhibition, % at 10 µM; hits with a dose series show IC50 in µM; 290,000 tested, 0.052% active;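 active = inhibition of at least 50% with at least 30 cells and total cytoplasm GFP at most 10,000,000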
NS5 inhibitors pilot replicate = further read-out of NS5 inhibitors, marked with its call; inhibition, %; measured here: pilot screen replicate inhibition
The depositor's hits bear a star; . = no result given; & = joins results of further samples; [ ] = remark or other dose. This is a subset; count on the stated rates, not on these rows.

SMILES	KOR beta-arrestin-1	HIV fusion peptide	GPR55 beta-arrestin	KOR beta-arrestin-2	GPR55 antagonists	NS5 inhibitors	West Nile virus CPE	NOD1 inhibition	GPR35 antagonists	others
COc1ccc(OC)c(NC(=O)C2C3C=CC(C3)C2C(=O)NCc2ccccn2)c1 (centres undefined)	-4.9%	2.5%	-1.0%	-6%	-11%	5%	0.5%	-8%	5%	NS5 inhibitors pilot replicate=-3.0
Nc1cnn(Cc2ccccc2F)c1	-4.8%	-2.3%	0.3%	12%	14%	25%	2.2%	-38%	19%
O=C(NNC(=O)c1n[nH]c(=O)c2ccccc12)c1ccc(Br)cc1	3.2%	0.1%	0.0%	3%	-12%	-5%	0.3%	-11%	0%
Cc1cc(C)cc(C(=O)NC(CC(N)=O)c2ccc(NC3CCCCCC3)c([N+](=O)[O-])c2)c1 (centres undefined)	-2.1%	2.0%	0.6%	23%	-1%	1%	0.2%	-2%	8%
CCC(=O)Nc1sc2c(c1C#N)CC(C)(C)NC2(C)C	3.4%	4.1%	-0.3%	-5%	1%	1%	-0.2%	-5%	4%
Cc1nc(NS(=O)(=O)c2cccs2)c2c3c(sc2n1)CCC3	-1.6%	-1.5%	-0.3%	-41%	-27%	-4%	-0.3%	1%	-11%
COc1ccc(NC(=O)c2ccco2)cc1NC(=O)c1ccco1	2.0%	-0.5%	-0.2%	7%	-12%	-6%	0.0%	-12%	11%
CCOc1ccc(NC(=O)CS(=O)CC(=O)NC2CCCc3ccccc32)cc1 (centres undefined)	-3.7%	-0.6%	-0.2%	-22%	3%	4%	0.2%	10%	21%
CCCCNC(=O)CCSc1ccc(C)cc1	-3.0%	-1.1%	0.2%	24%	-3%	-6%	0.5%	-48%	1%
S=c1nc(-c2ccc(Br)cc2)[nH]c2ccccc12	-0.1%	0.3%	0.3%	84%	5%	-6%	-0.7%	3%	-5%
O=C(CNC(=O)C1COc2ccccc2O1)N/N=C/c1ccc(O)cc1O (centres undefined)	-2.6%	2.8%	-0.2%	-4%	6%	.	0.9%	-12%	10%
CCNC(=S)NS(=O)(=O)c1ccc(CC)cc1	-0.2%	-2.6%	-0.1%	14%	3%	-5%	-0.1%	-1%	10%
CCC(C)N(CC(=O)NCc1ccc(OC)cc1)C(=O)c1csnn1 (centres undefined)	-1.3%	4.5%	0.3%	0%	-3%	-5%	0.2%	-2%	-5%
COc1ccc(C(=O)Nc2nc(-c3ccc(OC)cc3)c(-c3ccc([N+](=O)[O-])cc3)s2)cc1	-3.7%	-1.4%	-0.1%	31%	17%	-10%	-0.5%	18%	24%
COc1ccc2c(c1)c(-c1csc(N)n1)c(C)n2C	-2.6%	-1.0%	0.6%	-19%[20 µM]	11%	-5%	0.5%	-36%	0%
Cc1ccc(C(NC(N)=O)c2ccccc2)cc1 (centres undefined)	5.0%	-1.1%	0.0%	-17%	5%	-5%	0.1%	-2%	13%
O=C(CNC(=O)c1ccc(Br)o1)NC1CCCCC1	3.4%	-0.6%	0.4%	1%	12%	-3%	-0.6%	-24%	-3%
CNC(=S)N1CCN(c2nc(-c3ccc(Cl)cc3)cs2)CC1	-3.4%	-0.9%	0.0%	-4%[20 µM]	-3%	-4%	-0.6%	-12%	6%	NS5 inhibitors pilot replicate=-0.6
CC(C)=CC/C=C1\CCC(C(=O)O)C(C(=O)O)C1 (centres undefined)	1.8%	6.3%	0.2%	-5%	16%	-3%	0.1%	.	-14%
CCCNC(=O)Cn1cnc2sc(C(=O)NCCCN3CCOCC3)c(C)c2c1=O	2.1%	1.8%	-0.2%	-23%	11%	-9%	0.0%	-30%	6%

Retrieved by structure from above, 2 records:
SMILES	KOR beta-arrestin-1	HIV fusion peptide	GPR55 beta-arrestin	KOR beta-arrestin-2	GPR55 antagonists	NS5 inhibitors	West Nile virus CPE	NOD1 inhibition	GPR35 antagonists	others
O=C(CNC(=O)C1COc2ccccc2O1)N/N=C/c1ccc(O)cc1O (centres undefined)	-2.6%	2.8%	-0.2%	-4%	6%	.	0.9%	-12%	10%
S=c1nc(-c2ccc(Br)cc2)[nH]c2ccccc12	-0.1%	0.3%	0.3%	84%	5%	-6%	-0.7%	3%	-5%

Later entries
SMILES	KOR beta-arrestin-1	HIV fusion peptide	GPR55 beta-arrestin	KOR beta-arrestin-2	GPR55 antagonists	NS5 inhibitors	West Nile virus CPE	NOD1 inhibition	GPR35 antagonists	others
COc1ccc(C/C(C)=N\NC(=O)c2c[nH]c3ccccc23)cc1OC	2.2%	-1.4%	-0.3%	11%	1%	1%	-0.3%	-9%	-5%
O=C(COc1ccc(Cl)cc1)NCc1nnc(SCC(=O)Nc2ccc(F)cc2F)o1	-4.0%	0.7%	-0.4%	19%	17%	-4%	0.2%	-9%	-2%
Cc1ccc(-n2nc3c(=O)n(CC(=O)NCc4ccccc4)nc(C)c3c2C)cc1	1.0%	-0.6%	0.1%	-14%	-12%	-9%	0.2%	6%	-10%
N#CC(C(N)=O)=C1CCC2(CC1)OCCCCO2	-0.3%	0.8%	0.6%	-43%	7%	7%	0.4%	-7%	-1%
Cc1cccc(NC(=O)c2cccc(C(F)(F)F)c2)c1	-7.8%	2.3%	0.9%	-39%[20 µM]	0%	2%	0.6%	-38%	-8%
COc1cc(OC)cc(C(=O)N[C@H](C(=O)OCn2nnc3ccccc3c2=O)C(C)C)c1	1.1%	0.1%	-0.7%	-3%	5%	-5%	0.2%	-34%	1%
CC(/C=C\c1cccnc1)=C/C(=O)O	-4.7%&-3.5%	1.1%&-0.8%	0.7%&-0.1%	18%&0%	12%&14%	2%&-6%	0.0%&0.0%	-22%&-6%	28%&-7%
CCC(Oc1ccccc1F)C(=O)Nc1ccc2c(c1)n(C)c(=O)n2C (centres undefined)	1.6%	0.6%	-0.1%	-5%[20 µM]	13%	1%	-1.3%	-20%	-7%
COc1ccccc1N1CCN(C2CCCN(C(=O)CCc3ccccn3)C2)CC1 (centres undefined)	-1.3%	1.7%	-0.1%	11%	-3%	-8%	0.3%	-19%	6%
O=S(=O)(NCc1ccccc1)c1ccc(Cl)c(S(=O)(=O)NCc2ccccc2)c1	-5.8%	0.6%	-0.1%	4%	2%	-4%	0.4%	-11%	4%	NS5 inhibitors pilot replicate=-3.6
Cc1ccc(OCc2cc(C(=O)N(C)CCc3ccccn3)no2)cc1C	-0.4%	-1.5%	0.1%	22%	5%	-7%	-0.2%	-13%	4%
COc1cc(/C=C2\SC(=S)N(CCC(=O)Nc3ccccc3O)C2=O)cc(OC)c1OC	6.2%	0.2%	-0.2%	-26%[20 µM]	-1%	-2%	-1.2%	66%	6%
CCn1cc(C(=O)O)c(=O)c2cc(F)c(N3CCN(S(=O)(=O)c4ccc(NC(C)=O)cc4)CC3)cc21	4.7%	4.2%	-0.1%	3%	8%	1%	0.4%	6%	1%
CCOC(=O)CNC(=O)c1ccc(OCC(F)(F)F)cc1	2.7%	-0.4%	-0.2%	-52%	-1%	-5%	-0.3%	-22%	4%
Cc1c(NC(=O)COc2ncnc3ccccc23)c(=O)n(-c2ccccc2)n1C	-2.5%	-0.4%	-0.2%	0%	-3%	0%	0.6%	-4%	6%
Cc1cc(C)c2c(=O)c3c(oc2c1)C(=O)N(CCO)C3c1cccc(O)c1 (centres undefined)	4.5%	2.1%	-0.1%	-60%	2%	-2%	0.3%	-22%	13%
CCNC(=O)C1Cc2ccccc2CN1S(=O)(=O)c1ccc(F)cc1 (centres undefined)	3.5%	2.6%	-0.1%	-5%	1%	-8%	0.2%	18%	7%
CC1CCCN(C(=O)CSc2nnc(-c3ccncc3)n2C)C1 (centres undefined)	3.9%	-0.7%	-0.3%	3%	7%	-1%	0.1%	-27%	4%
Cc1ccc(C(C)n2cc(C(=O)NCCN3CCN(C)CC3)nn2)cc1 (centres undefined)	0.4%	-1.6%	-0.2%	-8%	0%	2%	-0.3%	-1%	6%
COc1ccc(C(=O)NNc2ccccc2)cc1OC	4.1%	5.3%	2.2%	-11%	4%	-5%	0.1%	-117%	17%
CCOC(=O)CC(=O)CSc1nc2sc(C)cc2c(=O)n1Cc1ccco1	-2.4%	9.8%	-0.1%	-26%	-2%	-2%	1.3%	19%	-7%
Cn1cc(S(=O)(=O)N2CCCC2)cc1C(=O)NCc1ccc(F)cc1	1.5%	1.7%	-0.1%	-21%[20 µM]	-16%	-1%	-0.2%	-20%	0%
N/C(=N\OC(=O)CCCOc1ccccc1)c1ccccn1	-1.4%	1.1%	0.2%	-27%[20 µM]	3%	-4%	0.4%	-34%	6%
CCn1c(CSCc2ccccc2)n[nH]c1=S	-7.7%	-1.6%	-0.2%	2%	-2%	-2%	-0.4%	-16%	-24%
COc1ccc(N2C(=O)NC(NS(=O)(=O)c3ccc(NC(C)=O)cc3)(C(F)(F)F)C2=O)cc1 (centres undefined)	0.3%	2.2%	-0.1%	18%	7%	3%	0.3%	-43%	14%
O=C1c2ccccc2NC(c2ccc(O)cc2)N1c1ccccc1 (centres undefined)	-1.6%	1.2%	0.0%	0%	12%	4%	-0.5%	-4%	-11%
CCCc1cc(C(=O)NNC(=S)NCC)c2ccccc2n1	0.2%	-2.1%	0.3%	8%	12%	-3%	0.6%	-12%	12%
COc1cc(OC)cc(C(=O)N2CCN(Cc3ccccc3C(F)(F)F)CC2)c1	2.1%	-2.0%	-0.2%	-1%	41%	-9%	0.4%	-16%	20%
NC(=O)[C@@H]1CCCN1Cc1c(C(=O)N2CCN(C3CCCCC3)CC2)nc2ccccn12	2.3%	4.5%	-0.1%	-23%	6%	-7%	-0.2%	-32%	-8%
COc1ccc(N2C=C3C(=O)C(C)(OC(=O)CCc4ccccc4)C(=O)C=C3C=C2c2ccc(C#N)cc2)cc1 (centres undefined)	-4.3%	2.2%	-0.1%	36%	-10%	25%	-0.8%	8%	-10%
CN(CC(=O)NCCc1ccccc1)Cc1ccco1	-3.6%	-1.1%	0.6%	-2%	-16%	-15%	-0.8%	-28%	1%
O=C(CCSc1nnc(-c2ccncc2)o1)Nc1ccccc1	-3.9%	1.8%	-0.2%	34%	10%	1%	0.7%	11%	-1%
O=C(O)CCCCCNS(=O)(=O)/C=C/c1ccccc1	-2.9%	0.2%	-0.1%	-3%[20 µM]	-6%	2%	-0.1%	-21%	-3%
COc1ccc(C(=O)OC(C)CN2CCOCC2)cc1 (centres undefined)	0.7%	-0.1%	-0.1%	1%	11%	-5%	-0.3%	0%	-4%
Cc1cc(NC(=O)COc2ncnc3sc(C)c(C)c23)no1	-4.1%	4.0%	-0.1%	0%	12%	1%	0.0%	3%	-16%
Cn1cc(CN2CCCC(C(=O)Nc3ccc(-c4cccc(F)c4)cc3)C2)cn1 (centres undefined)	5.7%	1.3%	-0.1%	-48%	14%	-12%	18%	1%	10%
CCOC(=O)CN(C(=O)Cn1nnc2ccccc21)C(C(=O)NCCOC)c1ccccc1 (centres undefined)	-0.4%	6.4%	-0.3%	-18%	-11%	-4%	0.0%	2%	21%
